Compound activity as filed in PubChem BioAssay.
TDP1 cell CPT: DT40-hTDP1 cell growth loss with CPT. chicken DT40 Tdp1-/-;hTDP1 cells + 20 nM CPT, ATP luminescence, 48 h. Potency, µM (titrated, usually from 46.2 µM), for the others: top-dose activity change, negative = growth inhibition, actives largely listed as inhibitors. 420,000 compounds, 12% hits. AID 686979; also: nearly all actives have a fitted effect of over 55% in size
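Chicken DT40 Tdp1-/- cells complemented with human TDP1, 400 cells/well, exposed to compounds plus 20 nM camptothecin for at least 48 h at 37 C; viability read as ATP content by CellTiter-Glo luminescence.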
TDP1 cell noCPT: qHTS for Inhibitors of human tyrosyl-DNA phosphodiesterase 1 (TDP1): qHTS in cells in absence of CPT. DT40 Tdp1-/- hTDP1 cells, no CPT, ATP luminescence, 48 h. Potency, µM (titrated, usually from 46.2 µM), for inactives: at the highest dose activity change, negative = growth inhibition, hits mostly inhibitors. 420,000 compounds, 15% hits; also: nearly all actives have a fitted effect of over 55% in size
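Seeded 400 DT40-hTDP1 cells/well (vehicle DMSO, no 20 nM CPT); pinned compounds; ≥48 hr at 37 °C; CellTiter-Glo luminescence as viability measure.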
TDP1 block: blocks human tyrosyl-DNA phosphodiesterase 1. Q9NUW8. recombinant TDP1, AlphaScreen DNA substrate cleavage. Potency, µM (titrated, usually from 130 µM), for inactives: at the top dose activity change, negative = inhibition, hits mostly inhibitors. 350,000 compounds, 0.28% hits; also: nearly all actives have a fitted effect of over 40% in size
Target sequence (Q9NUW8 whole entry, looked up): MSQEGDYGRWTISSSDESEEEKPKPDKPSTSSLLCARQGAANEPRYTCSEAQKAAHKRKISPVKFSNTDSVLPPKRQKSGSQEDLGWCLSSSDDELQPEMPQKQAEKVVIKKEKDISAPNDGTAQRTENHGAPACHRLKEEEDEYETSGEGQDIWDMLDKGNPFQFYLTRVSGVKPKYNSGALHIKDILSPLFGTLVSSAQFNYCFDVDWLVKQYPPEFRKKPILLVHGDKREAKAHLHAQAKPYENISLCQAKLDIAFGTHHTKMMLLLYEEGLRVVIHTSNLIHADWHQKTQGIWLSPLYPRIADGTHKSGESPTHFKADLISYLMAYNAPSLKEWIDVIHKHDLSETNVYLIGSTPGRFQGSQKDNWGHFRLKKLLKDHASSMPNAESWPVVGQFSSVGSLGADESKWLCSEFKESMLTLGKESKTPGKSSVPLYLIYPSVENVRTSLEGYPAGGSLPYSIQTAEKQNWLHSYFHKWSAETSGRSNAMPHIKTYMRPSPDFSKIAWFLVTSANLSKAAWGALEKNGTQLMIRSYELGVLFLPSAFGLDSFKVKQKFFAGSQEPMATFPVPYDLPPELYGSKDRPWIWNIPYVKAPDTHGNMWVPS
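E. coli-derived human Tdp1, 1 nM final. Cpd preinc 15 min RT; substrate 15 nM final, 5 min RT; AS bead mix 10 ug/ml final, 10 min RT. Signal loss = tyrosine-FITC cleavage. No-enzyme wells = max signal.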
An asterisk follows results filed as active; ? = inconclusive; nt = not tested or not shown; & = joins results of further samples; [ ] = another dose, or the depositor's remark. Calls follow the shape of the dose curve; as a rule, active = well fitted curve in the direction sought with a large enough effect; inconclusive = small, poorly fitted or top-dose-only effect, or another doubt; inactive = no such curve, though single readings can be large; an effect the other way counts as inactive or inconclusive. % is scaled to controls: 0 for no effect and ±100 for the full control effect; potency is read from the fitted curve at half-maximal effect. Hits appear at their usual frequency; 18% or so of the library scored in one or more.

mol,TDP1 cell noCPT,TDP1 block,TDP1 cell CPT
O=C(CN1CCN(c2ccccc2)CC1)Nc1ccccc1Sc1ccccc1,?,5%,?
COc1ccc(Cl)cc1NC(=O)COC(=O)C1=NNC(=O)CC1,3%,2%,-5%
O=C(Cn1nnc(-c2ccccc2)n1)N=Nc1c(O)[nH]c2ccccc12,3%,0%,-2%
Cc1ccc2nc(-c3ccncc3)c(Nc3ccc(C(C)C)cc3)n2c1,7.3µM*,2%[12.3 µM],6.5µM*
COc1ccc(-c2nnc(SCC(=O)NCC3CCCO3)n2C)cc1 (configuration not stated),-7%,6%,-30%
Cc1cccnc1NC(=O)CCNC(=O)c1ccc(Cl)cc1,19%,2%,-9%
COc1ccc(CNS(=O)(=O)c2ccc(C)cc2)cc1,?,4%,-3%
Cc1ccc(CNC(=O)CCCn2nc(C)n3c(cc4sccc43)c2=O)cc1,-18%,-3%,-18%
Cc1cccc(OCCNc2cc(N3CCOCC3)ccc2[N+](=O)[O-])c1,?,2%,?
CC(C)NC(=O)Cn1c(=O)n(CC(=O)N2CCCCC2)c(=O)c2sccc21,4%,1%,7%
CC(=O)c1ccc(N(C(=O)Cn2nnc3ccccc32)C(C(=O)NC2CCCCC2)c2cn(C)nc2C)cc1 (configuration not stated),-3%,2%,-9%
Cc1ccc(NC(=O)CSc2nnc(NC3CC3)s2)cc1S(=O)(=O)N1CCOCC1,-26%,nt,-4%
CCC(O)(C#CCN1CCCCC1)CC,-18%,-3%,-2%
N#Cc1sc2nc(-c3ccccc3)cc(C(F)(F)F)c2c1N,-1%,2%,0%
CCC(=O)N1CCN(c2ccc(NC(=O)c3ccc([N+](=O)[O-])o3)cc2Cl)CC1,5.2µM*,-1%,0.82µM*
O=S(=O)(NC1CCCCC1)c1cccc(-c2nnc(-c3ccccc3)o2)c1,15µM*,-4%,?
CC1(C(=O)NCc2cccc(C(F)(F)F)c2)CCN1CCc1ccccc1 (configuration not stated),?,nt,?
O=C(O)c1cccnc1SC1CC(=O)N(c2ccccc2)C1=O (configuration not stated),8%,-4%,-14%
O=C(COc1ccc(Cl)cc1Cl)Nc1nnc(C2=COCCO2)o1,-1%,8%,-4%
Cc1ccc(NS(=O)(=O)c2ccc3c(c2)NC(=O)CO3)cc1,-24%,3%,-26%
Cc1oc(-c2cccc(NC(=O)c3ccccn3)c2)nc1CNC(=O)C#Cc1ccccc1,23µM*,nt,?
COC(=O)C1=C(C)NC(=O)NC1c1cn(-c2ccccc2)nc1-c1ccc(OC)c(Br)c1 (configuration not stated),?,nt,-25%
COc1cccc(CC(=O)NCC2COc3ccccc3O2)c1OC (configuration not stated),-13%,6%,-30%
COc1ccc(-c2csc(NC(=O)CSc3ccc(Br)cc3)n2)c(OC)c1,16µM*,8%,18µM*
C=CCn1c(=O)c2ccccc2n2c(SCc3nnc(-c4ccccc4Br)o3)nnc12,-21%,6%,?
O=C(NC(NC1CCS(=O)(=O)C1)C(Cl)(Cl)Cl)c1ccc(Br)cc1 (configuration not stated),7.3µM*,-2%,8.2µM*
O=C(COc1ccc(S(=O)(=O)N2CCCCC2)cc1Cl)N1CCOCC1,-19%,11%,0%
O=C(O)CSc1nnc(-c2ccc(Cl)cc2Cl)n1-c1ccc(Br)cc1,-3%,6%,-6%
CN(C)/C=N/c1c(C(=O)NCc2ccccc2)nnn1Cc1ccccc1,-13%,-6%,2%
COc1ccccc1CC(=O)NCC(c1ccco1)N1CCCCC1 (configuration not stated),-26%,4%,2%

Brought forward from above: 4 entries, then new ones.
mol,TDP1 cell noCPT,TDP1 block,TDP1 cell CPT
O=C(COc1ccc(S(=O)(=O)N2CCCCC2)cc1Cl)N1CCOCC1,-19%,11%,0%
O=C(O)CSc1nnc(-c2ccc(Cl)cc2Cl)n1-c1ccc(Br)cc1,-3%,6%,-6%
CN(C)/C=N/c1c(C(=O)NCc2ccccc2)nnn1Cc1ccccc1,-13%,-6%,2%
COc1ccccc1CC(=O)NCC(c1ccco1)N1CCCCC1 (configuration not stated),-26%,4%,2%
Cc1ccc(Cl)cc1N1CCN(S(C)(=O)=O)CC1,-16%,0%,-18%
Cc1ccc(C2NC(c3ccc(C)cc3)C(C)C(=NO)C2C)cc1 (configuration not stated),?,2%,?
Cc1ccccc1-c1noc(-c2cc(-c3ccc(F)cc3)n[nH]2)n1,23µM*,5%,21µM*
COC(=O)c1ccccc1NC1CC(=O)N(c2c(C)cccc2C)C1=O (configuration not stated),?,5%,?
CCn1c(SCC(=O)Nc2nc3ccccc3s2)nnc1-c1ccc(Br)cc1,0%,0%,-26%
CN1CCC(N(C)S(=O)(=O)c2ccc(NC(=O)COc3cccc(C(F)(F)F)c3)cc2)CC1,?,0%,?
CN(C(=O)CCc1nnc(-c2ccc(-c3ccccc3)cc2)o1)C1CCOCC1,13µM*,3%,?
CCCNC(=O)C1(C)CCCN(C(=O)c2ccccc2OC)C1 (configuration not stated),28%,nt,7%
CCC1=C(OC(=O)N(CC)CC)N2C(=O)OC(=NCCc3c[nH]c4ccccc34)[C@]2(C)[C@H]2C1=CC[C@H]1C(=O)NC(=O)[C@H]12,-19%,16%&8%,-23%
Cc1ccc(SCc2cc(=O)n3[nH]cnc3n2)cc1,-3%,4%,-3%
O=[n+]1cc(-c2ccc(F)cc2)n([O-])c2c1CCC2,-14%,1%,6%
CCN1CCN(c2ccc(NC(=O)c3ccc4c(c3)OCO4)cc2)CC1,-16%,-8%,0%
CCOC(=O)C1C(=O)CC(C)(O)C(C(=O)OCC)C1c1ccc(OCC)cc1 (configuration not stated),-5%,2%,-7%
NC(=O)c1nnn(-c2nonc2N)c1-c1ccc([N+](=O)[O-])cc1,?,7%,-4%
CCn1c(-c2ccc(-c3ccccc3)cc2)c[nH]c1=S,?,8%,?
COC1=CC(=O)C(OC)=C(OC)C1=O,1.2µM*,nt,0.73µM*
CCOc1ccccc1C(=O)NCC(=O)NCC(c1ccc(OC)cc1)N1CCOCC1 (configuration not stated),-18%,1%,-22%
CCc1ccc(NC(=O)c2cc(-c3ccc(F)cc3)on2)cc1,-1%,0%,2%
O=C(OCc1nnc(-c2ccccc2Br)o1)c1ccco1,3%,-3%,-9%
O=C(NCCC(=O)N1CCc2ccccc21)c1ccccc1Cl,-3%,9%,12%
CCOc1ccccc1N1CCN(CC(=O)Nc2ncc(C)s2)CC1,-11%,-13%,-13%
O=c1c2ccccc2nc(-c2ccccc2)n1CCCn1ccnc1,-18%,4%,4%
CCCc1c(C(=O)N/N=C/c2ccc(OC)c(OCc3ccccc3)c2)nnn1-c1nonc1N,?,1%,?
CC1=CSC2=NC(=O)/C(=C/c3cccc(OC(=O)c4ccco4)c3)C(=N)N12,-13%,8%,-11%
CC1CC(C)(C)CC2(C1)NC(=O)N(CC(=O)Nc1cc([N+](=O)[O-])ccc1F)C2=O (configuration not stated),10µM*,0%,15µM*
Cc1ccc(OCC(=O)Nc2ccc(S(=O)(=O)N(Cc3ccccc3)c3ccccc3)cc2)cc1,4.6µM*,-3%,18µM*
COc1ccc(C(=O)NCC(=O)NCC2COc3ccccc3O2)cc1 (configuration not stated),-12%,2%,0%
O=C(CCC(=O)N1CCOc2ccc(Cl)cc21)NCCCN1CCC(Cc2ccccc2)CC1,18µM*,nt,?
CC(=O)N1N=C(c2ccc(C)cc2)CC1c1ccco1 (configuration not stated),?,0%,-27%
CCOC(=O)CC1COc2ccccc2N1C(=O)c1cccc([N+](=O)[O-])c1 (configuration not stated),?,nt,5%
Cc1ccc(Sc2c(C(=O)NCc3cccc(F)c3)[nH]c3ccccc23)cc1,-6%,6%,?
O=C(NCCCc1nc2ccccc2n1Cc1ccc(F)cc1)C1CCCCC1,26µM*,8%,?
O=C1/C(=C/c2ccco2)Cc2ccccc21,0%,5%,9%
CN1CCC2(CC1)NC(=O)NC2=O,-12%,2%,-2%
NC(=O)C1(N2CCCCC2)CCN(C(=O)Nc2ccc(F)cc2F)CC1,-2%,1%,5%
COc1ccc(CC(=O)Nc2nn(C)c3nc4c(C)cccc4cc23)cc1,?,1%,-26%
Oc1ccc(N2Cc3ccccc3C2)cc1,10%,nt,-13%
CCc1ccc(C(=O)OCC(=O)Nc2cccc(S(=O)(=O)NC3=NCCCCC3)c2)cc1,-16%,4%,8%
CSCCC(NC(C)=O)C(=O)OCC(=O)N(c1ccccc1)c1ccccc1 (configuration not stated),-3%,-3%,-4%
CCN(C(C)=O)c1nnc(CSc2nc3ccccc3s2)s1,-10%,8%,-3%
COc1ccc2c(c1)CCc1c(C(=O)Nc3cc(C)ccc3O)noc1-2,?,0%,?
CCn1c(=O)n(CC)c2cc(N3CCCC3)c(NC(=O)c3ccccc3F)cc21,12µM*,9%,18µM*
CC(C)Oc1ccc(CN2CCC2(C)C(=O)Nc2ccc3c(c2)OCO3)cc1 (configuration not stated),?,nt,16µM*
Cc1ccc(-c2ccc(SCC(=O)NC3CCCCC3)nn2)cc1,?,1%,-23%
Cc1ccc(NC(=O)CS(=O)CC(=O)N(c2ccc(C)cc2)C(C)C(=O)NC2CCCCC2)cc1 (configuration not stated),-16%,-4%[56.1 µM],?
CC(C)(C)N1C(=O)[C@H]2[C@@H](c3ccc(Br)cc3)N3C(=O)N(c4cccc(F)c4)C(=O)[C@@]3(C)[C@H]2C1=O,-7%,1%,?
CNc1cc(-c2cccc(N(C)C)c2)ncn1,-18%,nt,-2%
Oc1[nH]c2ccccc2c1N=Nc1c(F)c(F)c(Cl)c(F)c1F,-5%,nt,-12%
CCC(C)Nc1nc2c(C)cccn2c(=O)c1C=Nc1ccc(OC)cc1 (configuration not stated),?,5%,?
Cc1nc2ccccn2c1C(=O)N/N=C/c1ccccc1[N+](=O)[O-],-1%,4%,-15%
O=C(c1cccs1)N1CCc2c([nH]c3ccccc23)C1c1ccccn1 (configuration not stated),8%,nt,-17%
CCN(CC)S(=O)(=O)c1cc(NC(=O)NCCCl)ccc1C,?,nt,?
Nc1cc2c3ccccc3ccc2c2ccccc12,?,nt,?
Cc1nc2ccc(NC(=S)NC(C)C)cc2nc1C,-18%,5%,-4%
Cc1ccc(NC(=O)NNC(=O)c2ccc3c(c2)NC(=O)C(C)(C)O3)cc1,-14%,nt,0%
Cc1[nH]c(=O)[nH]c(=O)c1N1CCOCC1,15%,1%,9%
CCc1ccc(NC(=O)NCCN2CCN(c3ccc(OC)cc3)CC2)cc1,-30%,nt,-23%
CNc1ccc(Oc2nc([N+](=O)[O-])nn2C)cc1,-1%,3%,5%
Cn1c(SC2=CS(=O)(=O)c3ccccc32)nc2ccccc21,2.9µM*,5%,2.3µM*
COc1ccc2c(c1)OC[C@H]1[C@H]2N2C(=O)c3ccc(F)cc3NC(=O)[C@@]2(C)[C@H]1c1ccccc1,23µM*,nt,18µM*

(continued)
mol,TDP1 cell noCPT,TDP1 block,TDP1 cell CPT
COC(=O)Cc1c(C)c2cc3c(c(C)c2oc1=O)OCN(CCc1ccc(F)cc1)C3,?,9%,?
O=C(NC(=S)Nc1ccc2[nH]c(=O)[nH]c2c1)c1ccccc1F,4%,2%,1%
Cc1ccc(CCNC(=O)c2cc(S(=O)(=O)N3CCOCC3)cn2C)cc1,?,nt,2%
O=C(O)CCn1c(O)c(C=C2N=c3ccccc3=N2)sc1=S,18µM*,5%,?
CC(C)CC(=O)N1CCC(N2CCN(c3ccccc3)CC2)CC1,-18%,-5%,-10%
CCn1cc(C(=O)N2CCN(c3cccc(Cl)c3)CC2)c(=O)c2cc(S(=O)(=O)N3CCOCC3)ccc21,-18%,2%,12%
CCN(CC(=O)Nc1ccc(NC(C)=O)cc1)C(=O)CCN1C(=O)c2cccc([N+](=O)[O-])c2C1=O,3%,2%,9%

Pulled by structure from above, two records:
mol,TDP1 cell noCPT,TDP1 block,TDP1 cell CPT
CCn1cc(C(=O)N2CCN(c3cccc(Cl)c3)CC2)c(=O)c2cc(S(=O)(=O)N3CCOCC3)ccc21,-18%,2%,12%
COC(=O)Cc1c(C)c2cc3c(c(C)c2oc1=O)OCN(CCc1ccc(F)cc1)C3,?,9%,?
